# TRAIL sens C8 – caspase-8 TRAIL sensitization; NB7+C8 cells + TRAIL, ATPlite viability luminescence; inhibition (viability loss, TRAIL sensitization), % at 10 µM; 360,000 tested, 1% active; AID 624354;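 active = compounds causing at least 50% loss of cell viability in the single-dose screen, relative to plate controls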
# NR5A2 inv ag – NR5A2 inverse agonism in reporter assay | AID 602396 | HEK293T StAR-luciferase reporter, LRH-1 transfected, 24 h | inhibition, % at 3.6 µM | O00482 | 360,000 tested, 0.13% active;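 active = inhibition above the mean inhibition of all tested compounds plus 3 SD, cut at about 73% in these data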;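 also: 0% = DMSO wells and 100% = reporter-only cells lacking LRH-1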
# SRC3 inh – human NCOA3 inhibition | 360,000 tested, 0.17% active | AID 588352 | HEK293 GAL4-SRC3 luciferase reporter, luminescence | Q9Y6Q9 | inhibition, % at 3.6 µM;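 active = inhibition above a per-campaign cutoff, the mean of all compounds plus 3 SD, cut at about 60% in these data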;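 also: 0% = DMSO-treated cells and 100% = gossypol-treated cells at 36 µM; higher means less SRC3-driven luciferase light from the GAL4 reporter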
# NOD2-RIPK2 inh – NOD2-RIPK2 protein interaction inhibition; inhibition, % at 4.98 µM; O43353; 360,000 tested, 0.38% active; CHO BLA complementation NOD2-RIPK2, CCF4 ratio; AID 624267; in the data active = inhibition above about 21%;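 also: 0% = vehicle only and 100% = reference blocker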
# LMP1 NFkB inh – Epstein-Barr LMP1 NF-kappaB reporter inhibition; LMP1-induced NF-kappaB luciferase reporter cells, luminescence; inhibition, % at 12.5 µM; 350,000 tested, 0.69% active; AID 504558; in the data active = inhibition above about 41%;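 also: 0% = neutral control wells and 100% = reference inhibitor control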
# TWEAK Fn14 block – inhibitors of TWEAK-Fn14 interaction signaling | TWEAK-stimulated Fn14 reporter cells, luciferase luminescence, 8 h | inhibition, % at 10 µM | 360,000 tested, 2% active | AID 1159606; in the data active = inhibition above about 50%
# SRC2 inh – inhibits human steroid receptor coactivator 2 | inhibition, % at 9 µM | HEK293 GAL4-SRC2 luciferase reporter, luminescence | AID 651957 | 370,000 tested, 0.17% active;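 active = inhibition above the mean inhibition of all tested compounds plus 3 SD, set per campaign, cut at about 52% in these data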;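 also: 0% = DMSO treated cells and 100% = cells given Gossypol at 36 µM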
# NCOA1 inh – human NCOA1 inhibition; 360,000 tested, 0.12% active; Q15788; inhibition, % at 3.6 µM; HEK293 GAL4-SRC1 luciferase reporter, luminescence;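 active = inhibition above the campaign mean plus 3 SD, with each screening campaign given its own cutoff, cut at about 60% in these data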;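 also: 0% = DMSO treated cells and 100% = gossypol at 36 µM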
# Target sequence (Q15788 whole entry, looked up, the tested form may be a part): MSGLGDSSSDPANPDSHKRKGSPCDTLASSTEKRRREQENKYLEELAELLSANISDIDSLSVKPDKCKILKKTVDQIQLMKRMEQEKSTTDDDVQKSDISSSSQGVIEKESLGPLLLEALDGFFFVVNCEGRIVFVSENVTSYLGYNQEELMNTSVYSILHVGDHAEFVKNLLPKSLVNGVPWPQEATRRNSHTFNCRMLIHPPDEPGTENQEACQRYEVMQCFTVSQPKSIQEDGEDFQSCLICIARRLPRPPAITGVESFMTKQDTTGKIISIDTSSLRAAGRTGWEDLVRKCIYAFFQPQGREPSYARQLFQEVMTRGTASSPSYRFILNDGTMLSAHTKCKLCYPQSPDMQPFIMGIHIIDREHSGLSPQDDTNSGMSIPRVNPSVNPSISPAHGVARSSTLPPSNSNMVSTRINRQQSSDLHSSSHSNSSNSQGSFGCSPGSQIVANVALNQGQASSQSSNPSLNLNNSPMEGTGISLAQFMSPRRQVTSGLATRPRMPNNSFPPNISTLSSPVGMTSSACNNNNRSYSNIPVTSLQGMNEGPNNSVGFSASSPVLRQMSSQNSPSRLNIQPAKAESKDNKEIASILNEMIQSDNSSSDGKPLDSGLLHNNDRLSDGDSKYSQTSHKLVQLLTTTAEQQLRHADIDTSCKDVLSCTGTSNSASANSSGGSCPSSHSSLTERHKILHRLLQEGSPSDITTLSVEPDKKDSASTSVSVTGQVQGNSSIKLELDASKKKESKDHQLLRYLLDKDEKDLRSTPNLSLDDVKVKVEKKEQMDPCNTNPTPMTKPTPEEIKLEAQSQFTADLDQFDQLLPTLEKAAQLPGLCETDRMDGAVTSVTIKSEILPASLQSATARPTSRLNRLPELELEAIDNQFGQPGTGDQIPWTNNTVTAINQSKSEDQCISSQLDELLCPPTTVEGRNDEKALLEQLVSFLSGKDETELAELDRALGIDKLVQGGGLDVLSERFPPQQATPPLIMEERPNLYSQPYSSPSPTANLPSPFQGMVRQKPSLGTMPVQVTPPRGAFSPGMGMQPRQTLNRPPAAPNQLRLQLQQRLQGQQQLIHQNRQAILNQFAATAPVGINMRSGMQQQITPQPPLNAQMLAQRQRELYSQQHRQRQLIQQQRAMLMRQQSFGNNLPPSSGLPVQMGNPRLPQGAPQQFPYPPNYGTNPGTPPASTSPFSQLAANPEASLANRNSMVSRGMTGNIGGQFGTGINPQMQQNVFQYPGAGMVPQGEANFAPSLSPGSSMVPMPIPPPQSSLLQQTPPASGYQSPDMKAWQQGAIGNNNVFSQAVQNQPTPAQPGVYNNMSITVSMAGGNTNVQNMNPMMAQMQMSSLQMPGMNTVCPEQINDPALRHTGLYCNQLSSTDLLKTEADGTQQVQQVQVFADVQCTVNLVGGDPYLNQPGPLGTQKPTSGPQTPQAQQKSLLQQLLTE
# TLR9-MyD88 inh – TLR9-MyD88 interaction inhibition. Q9NR96+Q99836. CHO BLA complementation TLR9-MyD88, CCF4 FRET ratio. inhibition, % at 4.98 µM. 340,000 tested, 0.21% active;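 active = inhibition above the mean over all tested compounds plus 3 SD, cut at about 21% in these data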;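 also: 0% = DMSO only wells and 100% = clavulanate BLA inhibitor control wells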
# TROY NFkB inh – inhibitors of TROY-dependent NF-kB signaling; inhibition, % at 10 µM; Q293 LMP1-TROYcd NF-kB luciferase reporter, 4 h; 360,000 tested, 0.98% active;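 active = compounds whose plate-normalised and pattern-corrected inhibition of the luciferase reporter signal at the single screening dose is 50% or more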
# NR2F2 inh – blocks human COUP-TFII nuclear receptor; HEK293T NGFI-A luciferase reporter, luminescence; inhibition, % at 8.6 µM; P24468; 370,000 tested, 0.7% active; AID 686940;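 active = inhibition above a per-plate cutoff, mean inhibition of test wells between control levels plus 3 SD, cut at about 38% in these data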;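 also: cells cotransfected with COUP-TFII expression vector driving the NGFI-A reporter; 0% = median of COUP-TF2 test wells and 100% = reporter-only cells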
# Starred values were filed as active, the others as inactive; . = not tested or not shown.
SMILES,TRAIL sens C8,NR5A2 inv ag,SRC3 inh,NOD2-RIPK2 inh,LMP1 NFkB inh,TWEAK Fn14 block,SRC2 inh,NCOA1 inh,TLR9-MyD88 inh,TROY NFkB inh,NR2F2 inh
C=CCn1c(SCC(=O)N(C)c2c(N)n(Cc3ccccc3)c(=O)[nH]c2=O)nnc1-c1ccccc1OC,-3,-2,-6,-15,2,-8,-24,-1,-1,-12,-15
COc1ccc(Cl)cc1C(=O)NC(=S)Nc1nc(C)cc(C)n1,19,17,23,3,-12,-5,-5,13,-10,-5,4
Cc1ccc(-n2c(SCC(=O)NNC(=S)Nc3ccccc3)nc3ccccc3c2=O)cc1,17,22,5,-1,5,15,25,0,-1,10,-2
COc1ccc(/C=N/Nc2nc(Nc3ccccc3)nc(N3CCCC3)n2)cc1[N+](=O)[O-],-4,7,-5,-8,-82,-35,13,2,0,17,4
CCSc1ccccc1C(=O)NCc1cccnc1,-2,7,-1,7,0,-3,-29,1,-14,-1,2
COc1ccc(N2C(=O)N3[C@H](c4ccc(Cl)cc4)[C@@H]4C(=O)N(C5CCCCC5)C(=O)[C@@H]4[C@]3(C)C2=O)cc1,17,-8,-4,4,3,-8,-9,-9,-6,9,-20
COc1cccc(C(=O)Nc2ccc(C)cc2)c1,28,-157,-113,-8,-5,-10,-36,-71,-28,-67,-61
O/C=c1\ccc2cccc3nc(C(F)(F)F)nc1c23,3,-44,-22,0,5,6,-2,-16,-4,-14,-5
O=C(COc1ccc2ccccc2c1)NC1=NCCS1,32,-78,-39,0,-22,19,-32,-105,2,-48,-50
COc1ccc(-c2cc(C)no2)cc1S(=O)(=O)Nc1ccc(NC(C)=O)cc1,15,12,2,-8,-4,2,-14,0,-14,11,6
Cn1nnnc1SCC(=O)Nc1ccc(Oc2ccccc2)cc1,4,21,-11,0,-13,1,5,-9,5,-21,-16
CN(C)C(=O)CCc1ccc2c3c([nH]c2c1)[C@]1(C)[C@@H](C(=O)N2CCOCC2)C[C@H](CC(=O)NCc2ccco2)C(=O)N1CC3,9,15,8,9,-5,-7,6,-12,-8,-2,-1

# The last 3 entries of the part before open the next one.
SMILES,TRAIL sens C8,NR5A2 inv ag,SRC3 inh,NOD2-RIPK2 inh,LMP1 NFkB inh,TWEAK Fn14 block,SRC2 inh,NCOA1 inh,TLR9-MyD88 inh,TROY NFkB inh,NR2F2 inh
COc1ccc(-c2cc(C)no2)cc1S(=O)(=O)Nc1ccc(NC(C)=O)cc1,15,12,2,-8,-4,2,-14,0,-14,11,6
Cn1nnnc1SCC(=O)Nc1ccc(Oc2ccccc2)cc1,4,21,-11,0,-13,1,5,-9,5,-21,-16
CN(C)C(=O)CCc1ccc2c3c([nH]c2c1)[C@]1(C)[C@@H](C(=O)N2CCOCC2)C[C@H](CC(=O)NCc2ccco2)C(=O)N1CC3,9,15,8,9,-5,-7,6,-12,-8,-2,-1
O=C(Nc1nnc(SCc2ccc(Cl)cc2Cl)s1)C1COc2ccccc2O1 (stereo unspecified),-6,-13,2,-4,-23,-14,-31,-27,-16,48,3
COc1ccc(CN(C(=O)c2ccco2)C2CCS(=O)(=O)C2)cc1 (stereo unspecified),-7,-17,0,7,0,11,14,-15,-7,-9,8
COC(C(=O)NNS(=O)(=O)c1ccc([N+](=O)[O-])cc1)c1ccccc1 (stereo unspecified),-22,6,8,-7,-2,19,1,3,-8,20,3
O=C1CC[C@@H](C(=O)N2CSC[C@@H]2C(=O)Nc2ccc(C(F)(F)F)cc2)N1,-7,-9,-7,2,-8,23,-3,-27,-6,-15,-11
COCc1[nH]nc2c1C(c1c(F)cccc1Cl)C(C#N)=C(N)O2 (stereo unspecified),12,4,0,7,-4,16,5,-5,3,-5,0
CN(Cc1ccc(Cl)cc1)C(=O)CCl,-3,13,16,2,17,4,34,-9,-3,11,0
O=C(CSc1nnnn1-c1ccc(Cl)cc1)N1CCNC1=O,-5,-13,-13,-10,-4,-13,0,3,-12,-15,-14
COCCCNC(=O)C12CCC(C)(C(=O)C1)C2(C)C (stereo unspecified),32,6,8,0,-3,2,0,-10,3,-17,9
O=C(NCCCN1CCCC1=O)c1ccc2c(c1)NC(=O)C(N1CCOCC1)S2 (stereo unspecified),2,9,12,-16,-15,-2,-4,-26,-2,5,14
COc1ccc(NC(=O)Cn2c(C)cc(=O)c3ccccc32)cc1,28,42,21,-2,15,39,16,3,-2,30,55*
Cc1nc2ccccn2c1C(=O)NCCCN1CCOCC1,-3,-8,-8,10,2,13,4,4,-2,2,2
CCOC(=O)c1nn(-c2ccc(F)cc2)c2nc(-c3ccccc3)c(C#N)c(=O)n12,18,28,14,-6,-13,-16,10,-7,6,9,11

# Three of the compounds above, field by field.
COC(C(=O)NNS(=O)(=O)c1ccc([N+](=O)[O-])cc1)c1ccccc1 (stereo unspecified)
- TRAIL sens C8 = -22
- NR5A2 inv ag = 6
- SRC3 inh = 8
- NOD2-RIPK2 inh = -7
- LMP1 NFkB inh = -2
- TWEAK Fn14 block = 19
- SRC2 inh = 1
- NCOA1 inh = 3
- TLR9-MyD88 inh = -8
- TROY NFkB inh = 20
- NR2F2 inh = 3

O=C1CC[C@@H](C(=O)N2CSC[C@@H]2C(=O)Nc2ccc(C(F)(F)F)cc2)N1
- TRAIL sens C8 = -7
- NR5A2 inv ag = -9
- SRC3 inh = -7
- NOD2-RIPK2 inh = 2
- LMP1 NFkB inh = -8
- TWEAK Fn14 block = 23
- SRC2 inh = -3
- NCOA1 inh = -27
- TLR9-MyD88 inh = -6
- TROY NFkB inh = -15
- NR2F2 inh = -11

COCc1[nH]nc2c1C(c1c(F)cccc1Cl)C(C#N)=C(N)O2 (stereo unspecified)
- TRAIL sens C8 = 12
- NR5A2 inv ag = 4
- SRC3 inh = 0
- NOD2-RIPK2 inh = 7
- LMP1 NFkB inh = -4
- TWEAK Fn14 block = 16
- SRC2 inh = 5
- NCOA1 inh = -5
- TLR9-MyD88 inh = 3
- TROY NFkB inh = -5
- NR2F2 inh = 0

# Additional records.
SMILES,TRAIL sens C8,NR5A2 inv ag,SRC3 inh,NOD2-RIPK2 inh,LMP1 NFkB inh,TWEAK Fn14 block,SRC2 inh,NCOA1 inh,TLR9-MyD88 inh,TROY NFkB inh,NR2F2 inh
Cc1c(O)ccc(NC(=O)/C=C/c2ccccc2)c1C,4,-18,-2,-10,-6,-8,-1,-8,1,-22,-21
O=C(Nc1cccc(Cl)c1)OCc1cn(-c2ccc(Cl)cc2)nn1,-17,-9,5,-9,-6,-11,16,-19,1,-2,24
CCCc1cc(=O)oc2cc(OC(C)C(=O)NCCCn3ccnc3)ccc12 (stereo unspecified),-3,15,-13,-2,-15,-10,14,-11,12,10,5
Cc1nnc(SCCOC(N)=O)n1C,-5,22,-3,3,0,-14,-10,12,-9,1,6
O=C(Nc1ccc(F)cc1F)c1csc(-c2ccccc2)n1,-2,-22,-18,2,-9,-43,-7,-35,-3,-70,2
COc1ccc(CN2CCC(=O)N([C@H](CO)Cc3ccccc3)CC2)cc1,6,-2,-13,-10,-7,16,-5,-3,-4,12,-4
CCCCc1nc2cc(C(=O)NCc3nccn3CC)ccc2o1,-14,-10,-21,-4,-4,-6,-22,-17,-1,-24,-4
O=C(Cc1csc(N2CCOCC2)n1)N/N=C/c1ccc(O)c(O)c1O,31,3,14,-1,14,29,-3,-16,4,-18,-10
COc1ccc(-c2[nH]n(-c3ccc([N+](=O)[O-])cc3)c(=O)c2C=NCC2CCCO2)cc1 (stereo unspecified),-4,7,3,-8,-6,14,-17,-1,-8,-47,-5
Cc1cccc(CN2CCN(C3CN(Cc4cn(Cc5ccc(Cl)cc5)nn4)S(=O)(=O)C3)CC2)c1 (stereo unspecified),16,15,.,-1,.,14,10,.,.,2,-7
Cc1ccc(C(=O)NC(=S)NCc2cccnc2)cc1C,-13,30,12,-12,-7,-30,-7,-1,-9,12,7
COc1ccc(C(=O)NCc2ccc(-c3nc4ccccc4s3)cc2)cc1OC,19,-40,-52,-7,12,30,-20,-59,-10,.,-13

# Two compounds drawn at random from the list so far:
SMILES,TRAIL sens C8,NR5A2 inv ag,SRC3 inh,NOD2-RIPK2 inh,LMP1 NFkB inh,TWEAK Fn14 block,SRC2 inh,NCOA1 inh,TLR9-MyD88 inh,TROY NFkB inh,NR2F2 inh
COc1ccc(C(=O)NCc2ccc(-c3nc4ccccc4s3)cc2)cc1OC,19,-40,-52,-7,12,30,-20,-59,-10,.,-13
COc1ccc(-c2[nH]n(-c3ccc([N+](=O)[O-])cc3)c(=O)c2C=NCC2CCCO2)cc1 (stereo unspecified),-4,7,3,-8,-6,14,-17,-1,-8,-47,-5

# Other records follow.
SMILES,TRAIL sens C8,NR5A2 inv ag,SRC3 inh,NOD2-RIPK2 inh,LMP1 NFkB inh,TWEAK Fn14 block,SRC2 inh,NCOA1 inh,TLR9-MyD88 inh,TROY NFkB inh,NR2F2 inh
O=C(CSc1nnc(-c2ccncc2)s1)Nc1ccc(Cl)c(C(=O)O)c1,8,-6,1,-10,1,1,-25,0,-1,-9,-9
CCOC(=O)N1CCN(C(=O)CSc2ccc(-c3ccccc3OC)nn2)CC1,-4,8,19,1,-13,-6,5,-1,1,15,10
Cn1nnc2cc(C(=O)N3CCSCC3)ccc21,-19,3,-19,-5,4,-5,-15,-13,6,-11,15
COc1cccc(C(NC(C)=O)c2nc(-c3cccc(C#N)c3)cs2)c1 (stereo unspecified),-11,27,-5,-14,.,0,36,-8,.,-3,-9
Cc1cc(O)c(C(C)C)cc1N=Cc1ccccc1[N+](=O)[O-],-7,-6,10,1,2,22,1,10,-3,-10,-4
CC(=O)NC1=NN(C(C)=O)C(c2ccc(F)cc2)S1 (stereo unspecified),-1,-3,3,-1,-2,-1,-30,-6,5,-24,1
Cc1ccc(NC(=O)c2ncn(CC(=O)N[C@H](C)c3cccc4ccccc34)n2)cc1C,15,-25,-18,6,-3,-5,-24,-32,2,-29,-13
CCOCCCn1c(SCC(=O)NC2CCCCC2)nc2ccccc2c1=O,4,-50,-17,-8,8,12,-9,-9,2,2,-4
O=C(NCc1ccco1)c1nc2c(nnn2Cc2cccc(Cl)c2)c(=O)[nH]1,0,1,0,-3,-3,-6,6,6,2,8,3
COc1cc(C(=O)N2CCN(C(=O)C3CCCO3)CC2)cc(OC)c1OC (stereo unspecified),-22,-8,-1,-5,-2,14,6,3,0,2,-10
COc1ccc(S(=O)(=O)N2CCOCC2)cc1NC(=O)c1cccc(-n2cccc2)c1,-15,0,-5,4,2,-10,-19,16,-7,-1,0
CC(C)(C)c1ccc(-c2nnc(SCC(=O)NCC3CCCO3)n2N)cc1 (stereo unspecified),-3,-9,-27,-2,-2,8,-41,-20,7,-33,-15
O=C(NC(=O)c1ccccc1)Nc1ccccn1,89*,-7,-17,4,71*,95*,44,-7,0,73*,35
Cc1ccccc1CC(=O)Nc1ccc(C(=O)N2CCCC2)cc1,16,-12,-28,-5,-3,-11,-27,-13,8,-43,-11
CCCCC(c1nnnn1CS(=O)(=O)c1ccc(C)cc1)N1CCN(c2ccccc2)CC1 (stereo unspecified),20,-4,15,-3,-73,-16,-8,4,2,8,9
CCC1CCCCN1CCCNC(=O)C1CCN(S(=O)(=O)N2CCCCC2)CC1 (stereo unspecified),0,3,8,-5,-2,-15,-3,-1,2,-7,4

# From PubChem

# These rows are one share of the data (hit frequency here may not be typical).
